Screens as filed in PubChem.
NR5A2 inv ag: NR5A2 inverse agonism in reporter assay; O00482; HEK293T StAR-luciferase reporter, LRH-1 transfected, 24 h; inhibition, % at 3.6 µM; 360,000 compounds, 0.13% hits;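 active = inhibition above the mean inhibition of all tested compounds plus 3 SD, cut at about 73% in these data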;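 also: 0% = DMSO wells and 100% = reporter-only cells lacking LRH-1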
NCOA3 inh: human NCOA3 inhibition; Q9Y6Q9; HEK293 GAL4-SRC3 luciferase reporter, luminescence; inhibition, % at 3.6 µM; 360,000 compounds, 0.17% hits;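 active = inhibition above a per-campaign cutoff, the mean of all compounds plus 3 SD, cut at about 60% in these data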;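 also: 0% = DMSO-treated cells and 100% = gossypol-treated cells at 36 µM; higher means less SRC3-driven luciferase light from the GAL4 reporter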
Target sequence (Q9Y6Q9 whole entry, looked up, the tested form may be a part): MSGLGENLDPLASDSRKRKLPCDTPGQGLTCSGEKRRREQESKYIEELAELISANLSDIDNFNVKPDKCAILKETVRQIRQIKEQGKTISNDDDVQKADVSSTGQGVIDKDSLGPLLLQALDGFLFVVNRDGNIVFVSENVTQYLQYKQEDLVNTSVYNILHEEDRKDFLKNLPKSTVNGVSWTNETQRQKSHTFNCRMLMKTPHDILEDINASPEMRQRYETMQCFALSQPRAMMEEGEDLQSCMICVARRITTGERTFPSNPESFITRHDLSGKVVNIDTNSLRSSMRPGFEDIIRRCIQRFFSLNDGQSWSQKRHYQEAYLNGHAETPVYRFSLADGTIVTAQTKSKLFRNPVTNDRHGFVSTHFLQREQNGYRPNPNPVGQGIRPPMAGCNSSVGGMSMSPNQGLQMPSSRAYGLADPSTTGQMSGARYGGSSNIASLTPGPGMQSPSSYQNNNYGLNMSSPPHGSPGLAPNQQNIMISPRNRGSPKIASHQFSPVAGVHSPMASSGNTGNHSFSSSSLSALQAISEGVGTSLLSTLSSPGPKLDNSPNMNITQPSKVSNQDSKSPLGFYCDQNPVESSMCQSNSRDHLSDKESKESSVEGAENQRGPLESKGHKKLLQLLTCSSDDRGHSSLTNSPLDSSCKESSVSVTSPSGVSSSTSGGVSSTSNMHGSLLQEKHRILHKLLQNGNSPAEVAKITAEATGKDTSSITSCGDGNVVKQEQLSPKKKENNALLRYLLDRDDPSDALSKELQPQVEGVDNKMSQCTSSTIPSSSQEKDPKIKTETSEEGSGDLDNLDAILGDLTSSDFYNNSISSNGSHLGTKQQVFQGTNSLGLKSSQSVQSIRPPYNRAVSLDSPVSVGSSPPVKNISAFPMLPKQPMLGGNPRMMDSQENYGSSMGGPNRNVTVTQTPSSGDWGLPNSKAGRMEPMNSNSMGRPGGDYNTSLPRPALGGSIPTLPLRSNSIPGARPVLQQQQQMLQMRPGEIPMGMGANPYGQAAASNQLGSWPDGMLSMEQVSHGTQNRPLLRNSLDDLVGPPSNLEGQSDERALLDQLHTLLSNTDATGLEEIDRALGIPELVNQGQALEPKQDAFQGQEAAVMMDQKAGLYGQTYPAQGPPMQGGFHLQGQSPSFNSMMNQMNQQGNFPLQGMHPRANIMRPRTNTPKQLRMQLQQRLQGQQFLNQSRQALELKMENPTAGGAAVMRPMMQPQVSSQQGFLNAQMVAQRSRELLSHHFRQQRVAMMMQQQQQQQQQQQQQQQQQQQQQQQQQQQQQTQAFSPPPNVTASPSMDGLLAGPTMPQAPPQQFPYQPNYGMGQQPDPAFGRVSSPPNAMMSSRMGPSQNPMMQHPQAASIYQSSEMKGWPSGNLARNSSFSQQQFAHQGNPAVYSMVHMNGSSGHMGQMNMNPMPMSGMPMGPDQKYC
Shn3 3UTR inh: Schnurri-3 reporter inhibition in Clone20 osteoblasts; Clone20 osteoblast Shn3 3'UTR firefly luciferase, 24 h; inhibition, % at 12.5 µM; 360,000 compounds, 0.52% hits; AID 588674;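 active = mean inhibition of at least 75% with every replicate also reaching 75%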;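 also: 0% = median of neutral control wells and 100% = pilot-screen positive control compound; some compounds past the cut are filed as inactive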
EBV LMP1 NFkB: inhibitors of Epstein-Barr LMP1-induced NF-kappaB reporter. LMP1-induced NF-kappaB luciferase reporter cells, luminescence. inhibition, % at 12.5 µM. 350,000 compounds, 0.69% hits; in the data active = inhibition above about 41%;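 also: 0% = neutral control wells and 100% = reference inhibitor control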
C8 TRAIL sens: sensitizes caspase-8 expressing cells to TRAIL; 360,000 compounds, 1% hits; inhibition (viability loss, TRAIL sensitization), % at 10 µM; NB7+C8 cells + TRAIL, ATPlite viability luminescence;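 active = compounds causing at least 50% loss of cell viability in the single-dose screen, relative to plate controls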
COUP-TFII inh: blocks human COUP-TFII nuclear receptor. inhibition, % at 8.6 µM. 370,000 compounds, 0.7% hits. AID 686940. P24468. HEK293T NGFI-A luciferase reporter, luminescence;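 active = inhibition above a per-plate cutoff, mean inhibition of test wells between control levels plus 3 SD, cut at about 38% in these data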;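 also: cells cotransfected with COUP-TFII expression vector driving the NGFI-A reporter; 0% = median of COUP-TF2 test wells and 100% = reporter-only cells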
CF NFkB inh: blocks PAF-induced NF-kB reporter in cystic fibrosis cells; 360,000 compounds, 0.86% hits; AID 588850; inhibition, % at 5 µM; KKLEB NF-kB-GFP reporter, GFP fluorescence overnight;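 active = at least 50% inhibition at 5 µM, scaled per plate between neutral and stimulator controls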;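 also: PAF is a Pseudomonas aeruginosa culture filtrate used as stimulus; plate controls were PAF-stimulated DMSO wells for no effect and unstimulated DMSO wells for full effect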
KKLEB tox: counter-screen for CF NF-kB inhibitors: cytotoxicity | KKLEB CF airway cells viability, ATPlite luminescence, overnight; stronger effect = lower value; cells stimulated with P. aeruginosa culture filtrate | activity change (cytotoxicity), % at 5 µM | 360,000 compounds, 0.36% hits;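 active = corrected activity change at or below -50% at 5 µM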
TROY signal inh: TROY signaling inhibition | Q293 LMP1-TROYcd NF-kB luciferase reporter, 4 h | 360,000 compounds, 0.98% hits | inhibition, % at 10 µM;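 active = compounds whose plate-normalised and pattern-corrected inhibition of the luciferase reporter signal at the single screening dose is 50% or more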
TWEAK Fn14 block: TWEAK-Fn14 signaling inhibition; TWEAK-stimulated Fn14 reporter cells, luciferase luminescence, 8 h; inhibition, % at 10 µM; 360,000 compounds, 2% hits; in the data active = inhibition above about 50%
NCOA1 inh: human NCOA1 inhibition. 360,000 compounds, 0.12% hits. HEK293 GAL4-SRC1 luciferase reporter, luminescence. inhibition, % at 3.6 µM. AID 588354. Q15788;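 active = inhibition above the campaign mean plus 3 SD, with each screening campaign given its own cutoff, cut at about 60% in these data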;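 also: 0% = DMSO treated cells and 100% = gossypol at 36 µM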
The depositor's hits bear a star.

Results for O=C(CNC1=NCCC1)c1ccc2c(c1)OCCO2 ?
NR5A2 inv ag: -6; NCOA3 inh: -5; Shn3 3UTR inh: -4; EBV LMP1 NFkB: 10; C8 TRAIL sens: -6; COUP-TFII inh: -16; CF NFkB inh: 5; KKLEB tox: -6; TROY signal inh: -8; TWEAK Fn14 block: 11; NCOA1 inh: 15

Results for CCCCn1c(N)c(N(CCOC)C(=O)c2ccc(S(=O)(=O)N3CCC(C)CC3)cc2)c(=O)[nH]c1=O ?
NR5A2 inv ag: 13; NCOA3 inh: 9; Shn3 3UTR inh: -5; EBV LMP1 NFkB: 1; C8 TRAIL sens: -8; COUP-TFII inh: 10; CF NFkB inh: 6; KKLEB tox: 3; TROY signal inh: 12; TWEAK Fn14 block: -3; NCOA1 inh: 1

What do the screens show for `Cc1cn(C(=O)C(C)N2C(=O)c3ccccc3C2=O)c(C)n1` (stereo not drawn)?
NR5A2 inv ag: 0; NCOA3 inh: 3; Shn3 3UTR inh: -14; EBV LMP1 NFkB: -4; C8 TRAIL sens: -10; COUP-TFII inh: -6; CF NFkB inh: 20; KKLEB tox: -2; TROY signal inh: -9; TWEAK Fn14 block: -4; NCOA1 inh: -6

Results for C[C@@H](NC(=O)[C@H]1O[C@@H](n2cnc3c(N)ncnc32)[C@H](O)[C@@H]1O)c1cccc2ccccc12 ?
NR5A2 inv ag: -38; NCOA3 inh: -11; Shn3 3UTR inh: 1; C8 TRAIL sens: -5; COUP-TFII inh: -17; CF NFkB inh: -12; KKLEB tox: -18; TROY signal inh: -7; TWEAK Fn14 block: -18; NCOA1 inh: -59

Results for CCC(=O)Nc1ccc(NC(=O)c2cc3ccccc3o2)c(OC)c1 ?
NR5A2 inv ag: -60; NCOA3 inh: -101; Shn3 3UTR inh: -59; EBV LMP1 NFkB: -21; C8 TRAIL sens: -22; COUP-TFII inh: -40; CF NFkB inh: 10; KKLEB tox: -1; TROY signal inh: -29; TWEAK Fn14 block: -39; NCOA1 inh: -99

How did C/C(CC(=O)Nc1ccc(Cl)c(C(F)(F)F)c1)=N\NC(N)=S do in these assays?
NR5A2 inv ag: 20; NCOA3 inh: -4; Shn3 3UTR inh: 11; EBV LMP1 NFkB: -3; C8 TRAIL sens: 2; COUP-TFII inh: 10; CF NFkB inh: -14; KKLEB tox: 3; TROY signal inh: -2; TWEAK Fn14 block: 5; NCOA1 inh: -2

Results for COc1cccc(NC(=S)NC(=O)c2cncc(Br)c2)c1 ?
NR5A2 inv ag: -11; NCOA3 inh: -5; Shn3 3UTR inh: 5; EBV LMP1 NFkB: -7; C8 TRAIL sens: -3; COUP-TFII inh: -22; CF NFkB inh: 3; KKLEB tox: 0; TROY signal inh: -44; TWEAK Fn14 block: -5; NCOA1 inh: -68

What do the screens show for `Cc1cc(C)cc(NC(=O)N2CCCCCCC2)c1`?
NR5A2 inv ag: 6; NCOA3 inh: 16; Shn3 3UTR inh: 3; EBV LMP1 NFkB: -10; C8 TRAIL sens: -1; COUP-TFII inh: 7; CF NFkB inh: -8; KKLEB tox: 3; TROY signal inh: -7; TWEAK Fn14 block: -12; NCOA1 inh: -59

Results for NC1=NC(=O)CC(C(=O)NCc2ccccc2)S1 (stereo not drawn) ?
NR5A2 inv ag: -25; NCOA3 inh: 9; Shn3 3UTR inh: -16; EBV LMP1 NFkB: -1; C8 TRAIL sens: -2; COUP-TFII inh: -20; CF NFkB inh: -7; KKLEB tox: 5; TROY signal inh: -1; TWEAK Fn14 block: 11; NCOA1 inh: 1

What do the screens show for `O=C(NCCc1c[nH]c2ccccc12)/C(=C/c1ccco1)NC(=O)c1ccco1`?
NR5A2 inv ag: -3; NCOA3 inh: 12; Shn3 3UTR inh: -3; EBV LMP1 NFkB: 1; C8 TRAIL sens: -5; COUP-TFII inh: -7; CF NFkB inh: -5; KKLEB tox: 5; TROY signal inh: -2; TWEAK Fn14 block: 0; NCOA1 inh: 2

What do the screens show for `O=C(Nc1ccccc1)C1=C[C@H](c2coc3ccccc3c2=O)C[C@H](OCCCCO)O1`?
NR5A2 inv ag: 8; NCOA3 inh: -25; Shn3 3UTR inh: 0; EBV LMP1 NFkB: 1; C8 TRAIL sens: -11; COUP-TFII inh: -7; CF NFkB inh: 12; KKLEB tox: -14; TROY signal inh: -13; TWEAK Fn14 block: -12; NCOA1 inh: 3

How did O=C(c1cc(Cl)nc2ccccc12)N1CCN(Cc2ccc3c(c2)OCO3)CC1 do in these assays?
NR5A2 inv ag: 22; NCOA3 inh: -3; Shn3 3UTR inh: -6; EBV LMP1 NFkB: 5; C8 TRAIL sens: -12; COUP-TFII inh: 5; CF NFkB inh: 6; KKLEB tox: -15; TROY signal inh: 15; TWEAK Fn14 block: 4; NCOA1 inh: -7

What do the screens show for `COc1ccc(CN(C)C[C@@H]2OCCCC[C@@H](C)Oc3ccc(N(C)C)cc3C(=O)N([C@H](C)CO)C[C@@H]2C)cc1`?
NR5A2 inv ag: 3; NCOA3 inh: 5; Shn3 3UTR inh: 9; EBV LMP1 NFkB: 1; C8 TRAIL sens: -9; COUP-TFII inh: -4; CF NFkB inh: -8; KKLEB tox: 19; TROY signal inh: -7; TWEAK Fn14 block: -1; NCOA1 inh: -22

How did COc1ccc(O)c(CNc2ccccc2F)c1 do in these assays?
NR5A2 inv ag: -10; NCOA3 inh: 3; Shn3 3UTR inh: -22; EBV LMP1 NFkB: 7; C8 TRAIL sens: 26; COUP-TFII inh: -9; CF NFkB inh: -9; KKLEB tox: -3; TROY signal inh: -15; TWEAK Fn14 block: -26; NCOA1 inh: -16

Results for COc1ccc(Oc2cc(C)nc(Cl)n2)nn1 ?
NR5A2 inv ag: 9; NCOA3 inh: 21; Shn3 3UTR inh: 1; EBV LMP1 NFkB: -11; C8 TRAIL sens: 0; COUP-TFII inh: 2; CF NFkB inh: 4; KKLEB tox: -4; TROY signal inh: -1; TWEAK Fn14 block: 3; NCOA1 inh: -9

What do the screens show for `CCCCC[C@@H](/C=C/C1C(=O)C=C[C@H]1C/C=C\CCCC(=O)OC)OC(C)=O` (stereo partly drawn)?
NR5A2 inv ag: 19; NCOA3 inh: -21; Shn3 3UTR inh: 37; EBV LMP1 NFkB: 18; C8 TRAIL sens: 7; COUP-TFII inh: -2; CF NFkB inh: 30; KKLEB tox: -11; TROY signal inh: 30; TWEAK Fn14 block: 91*; NCOA1 inh: 4

Results for CCn1c2ccccc2c2cc(NC(=O)CSc3nnc(-c4ccccc4OC)n3N)ccc21 ?
NR5A2 inv ag: 8; NCOA3 inh: -34; Shn3 3UTR inh: -2; EBV LMP1 NFkB: 9; C8 TRAIL sens: -3; COUP-TFII inh: 12; CF NFkB inh: -10; KKLEB tox: -10; TROY signal inh: 13; TWEAK Fn14 block: 0; NCOA1 inh: 2

Results for CC(=O)Oc1ccc(/C=C/c2nc3ccccc3c(=O)o2)cc1 ?
NR5A2 inv ag: -41; NCOA3 inh: -5; Shn3 3UTR inh: -24; EBV LMP1 NFkB: 36; C8 TRAIL sens: 76*; COUP-TFII inh: 1; CF NFkB inh: 2; KKLEB tox: 0; TROY signal inh: 50*; TWEAK Fn14 block: 79*; NCOA1 inh: -20

What do the screens show for `CCc1cccc(CC)c1NC(=O)NC1CCCCC1`?
NR5A2 inv ag: -15; NCOA3 inh: -6; Shn3 3UTR inh: -7; EBV LMP1 NFkB: 0; C8 TRAIL sens: -3; COUP-TFII inh: -10; CF NFkB inh: 0; KKLEB tox: 15; TROY signal inh: 7; TWEAK Fn14 block: -17; NCOA1 inh: -18

How did COc1cc(/C=C(\NC(C)=O)C(=O)Nc2ccccc2C)ccc1OC(C)=O do in these assays?
NR5A2 inv ag: -5; NCOA3 inh: 15; Shn3 3UTR inh: 4; EBV LMP1 NFkB: 7; C8 TRAIL sens: -2; COUP-TFII inh: -10; CF NFkB inh: 11; KKLEB tox: 6; TROY signal inh: -4; TWEAK Fn14 block: -7; NCOA1 inh: -11

Continued (3 carried over from the part before).
Results for CC(=O)Oc1ccc(/C=C/c2nc3ccccc3c(=O)o2)cc1 ?
NR5A2 inv ag: -41; NCOA3 inh: -5; Shn3 3UTR inh: -24; EBV LMP1 NFkB: 36; C8 TRAIL sens: 76*; COUP-TFII inh: 1; CF NFkB inh: 2; KKLEB tox: 0; TROY signal inh: 50*; TWEAK Fn14 block: 79*; NCOA1 inh: -20

What do the screens show for `CCc1cccc(CC)c1NC(=O)NC1CCCCC1`?
NR5A2 inv ag: -15; NCOA3 inh: -6; Shn3 3UTR inh: -7; EBV LMP1 NFkB: 0; C8 TRAIL sens: -3; COUP-TFII inh: -10; CF NFkB inh: 0; KKLEB tox: 15; TROY signal inh: 7; TWEAK Fn14 block: -17; NCOA1 inh: -18

How did COc1cc(/C=C(\NC(C)=O)C(=O)Nc2ccccc2C)ccc1OC(C)=O do in these assays?
NR5A2 inv ag: -5; NCOA3 inh: 15; Shn3 3UTR inh: 4; EBV LMP1 NFkB: 7; C8 TRAIL sens: -2; COUP-TFII inh: -10; CF NFkB inh: 11; KKLEB tox: 6; TROY signal inh: -4; TWEAK Fn14 block: -7; NCOA1 inh: -11

How did O=C(CSc1nc2ccccc2c(=O)n1NC(=O)Cc1ccccc1)NCc1ccccc1Cl do in these assays?
NR5A2 inv ag: 17; NCOA3 inh: 2; Shn3 3UTR inh: 2; EBV LMP1 NFkB: 1; C8 TRAIL sens: -1; COUP-TFII inh: -29; CF NFkB inh: -12; KKLEB tox: 8; TROY signal inh: -8; TWEAK Fn14 block: 3; NCOA1 inh: 0

How did CCN(Cc1cccc(F)c1)C(=O)c1ccc2ccccc2n1 do in these assays?
NR5A2 inv ag: -6; NCOA3 inh: -48; Shn3 3UTR inh: 2; EBV LMP1 NFkB: -27; C8 TRAIL sens: 10; COUP-TFII inh: -3; CF NFkB inh: -7; KKLEB tox: -4; TROY signal inh: -31; TWEAK Fn14 block: -21; NCOA1 inh: -19

Results for Cc1ccc(OCCCCNC2CCCCC2)c(C)c1 ?
NR5A2 inv ag: 5; NCOA3 inh: 11; Shn3 3UTR inh: -43; EBV LMP1 NFkB: 4; C8 TRAIL sens: 2; COUP-TFII inh: -2; CF NFkB inh: 4; KKLEB tox: -16; TROY signal inh: -1; TWEAK Fn14 block: 2; NCOA1 inh: 4

What do the screens show for `O=C(Cn1c(=O)n(Cc2ccccc2)c(=O)c2cc(Cl)ccc21)NCC1CCCO1` (stereo not drawn)?
NR5A2 inv ag: 6; NCOA3 inh: 15; Shn3 3UTR inh: 2; EBV LMP1 NFkB: 0; C8 TRAIL sens: -4; COUP-TFII inh: -11; CF NFkB inh: -10; KKLEB tox: -4; TROY signal inh: 4; TWEAK Fn14 block: 26; NCOA1 inh: 18

Results for COCCNc1ccc(S(=O)(=O)N2CCCC2)cc1[N+](=O)[O-] ?
NR5A2 inv ag: 9; NCOA3 inh: 10; Shn3 3UTR inh: 8; EBV LMP1 NFkB: -6; C8 TRAIL sens: -1; COUP-TFII inh: -3; CF NFkB inh: 4; KKLEB tox: -20; TROY signal inh: 0; TWEAK Fn14 block: 6; NCOA1 inh: 14

A portion of the library (hit frequency here may not be typical).
